NR2E3 ag-1 – NR2E3 agonists in two-hybrid cells, primary screen, cell-based, luminescence, CHO-S, Gal4-NCOR/VP16-NR2E3; Photoreceptor-specific nuclear receptor (Homo sapiens), Q9Y5X4; luciferase; inhibition of corepressor binding, % at 3.98 µM; 0.35% of 360,000 active; AID 602229, 2012;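 active = inhibition above the mean of all tested compounds plus 3 SD, cut at about 70% in these data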;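 also: 0% = DMSO with NR2E3 transfected cells and 100% = cells lacking NR2E3 construct; higher means lower luciferase signal from less NR2E3 corepressor binding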
Target sequence (Q9Y5X4 whole entry, looked up, the tested form may be a part): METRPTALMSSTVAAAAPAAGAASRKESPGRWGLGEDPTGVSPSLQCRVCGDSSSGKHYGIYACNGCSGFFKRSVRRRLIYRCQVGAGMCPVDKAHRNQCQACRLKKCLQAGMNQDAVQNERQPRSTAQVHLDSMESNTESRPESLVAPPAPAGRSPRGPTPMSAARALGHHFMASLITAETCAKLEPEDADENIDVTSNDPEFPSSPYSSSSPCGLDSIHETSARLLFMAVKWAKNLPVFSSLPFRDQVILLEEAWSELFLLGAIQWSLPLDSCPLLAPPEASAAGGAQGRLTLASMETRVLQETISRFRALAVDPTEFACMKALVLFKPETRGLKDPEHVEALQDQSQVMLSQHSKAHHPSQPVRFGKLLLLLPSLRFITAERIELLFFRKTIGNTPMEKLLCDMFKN
TRPM1 prom inh – inhibitors of MITF-dependent TRPM1 promoter reporter, primary screen, cell-based, SK-MEL-5, single point, luciferase | SK-MEL-5 TRPM1 promoter luciferase, 24 h | AID 488899, 2010 | inhibition, % at 12.5 µM | 0.83% of 330,000 active;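 active = mean inhibition across replicates of 60% or more, whatever share of single replicates reaches that level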; also: values of inactives mirror those of a sister screen read the other way
HIF-2a inh – HIF-2a reporter inhibitors, primary screen, luminescence, 786-0 RCC cells | inhibition, % at 18.8 µM | 0.72% of 360,000 active | 786-0 RCC cells HIF-2a reporter, luciferase luminescence, overnight;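 active = inhibition of the luminescence signal of 40% or more relative to plate controls, in a single-dose primary screen at 18.75 µM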
KKLEB cytotox – cytotoxicity in KKLEB CF airway cells, primary screen, cytotoxicity control for CF NF-kB inhibitor project, cell-based, uHTS, fluorescence assay plates. KKLEB CF airway cells viability, ATPlite luminescence, overnight; stronger effect = lower value; cells stimulated with P. aeruginosa culture filtrate. activity change (cytotoxicity), % at 5 µM. 0.36% of 360,000 active. AID 602141, 2011;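 active = corrected activity change at or below -50% at 5 µM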
CF NFkB block – inhibitors of PAF-induced NF-kB signaling, primary screen, cell-based, GFP fluorescence, uHTS; KKLEB NF-kB-GFP reporter, GFP fluorescence overnight; inhibition, % at 5 µM; 0.86% of 360,000 active; AID 588850, 2011;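 active = at least 50% inhibition at 5 µM, scaled per plate between neutral and stimulator controls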;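 also: PAF is a Pseudomonas aeruginosa culture filtrate used as stimulus; plate controls were PAF-stimulated DMSO wells for no effect and unstimulated DMSO wells for full effect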
TRAIL sens C8 – viability loss with TRAIL in NB7+C8 cells, primary screen, TRAIL sensitizer project, cell-based, ATPlite luminescence; inhibition (viability loss, TRAIL sensitization), % at 10 µM; 1% of 360,000 active;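 active = compounds causing at least 50% loss of cell viability in the single-dose screen, relative to plate controls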
hiPSC survival – enhancers of single-cell hiPSC survival, primary screen, ATPlite luminescence; 100% = ROCK inhibitor wells, 0% = DMSO; survival enhancement, % at 20 µM; 0.044% of 360,000 active; in the data active = survival enhancement above about 18%;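 also: cells exposed to compounds for 16 hours before the ATP read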
NR2E3 ag-2 – inhibitors of NR2E3-RetCOR corepressor binding, primary screen, NR2E3 agonist project, biochemical, TR-FRET, GST-NR2E3, biotin-RetCOR; 1536-well; inhibition of corepressor binding, % at 4.78 µM; 0.12% of 320,000 active; Photoreceptor-specific nuclear receptor (Homo sapiens), Q9Y5X4; AID 2300, 2010;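 active = percent inhibition above the cutoff of mean plus 3 SD of all tested compounds, set per screening campaign, cut at about 20% in these data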;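 also: 0% = DMSO wells and 100% = biotin wells as full block of FRET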
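Material: NR2E3–RetCOR corepressor complex / Amount: 1.35 nM GST-NR2E3 / Medium: Tris pH 7.5 / Compound: single nominal compound dose of 4.8 µM / Incubation: 5 h at 4 °C / Technique: TR-FRET, Eu(K)-anti-GST donor, streptavidin-D2 acceptor, ex 340, em 617/671 nm / Read-out basis: percent loss of FRET ratio relative to control wells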
Peg3 prom inh – Peg3 promoter-driven luciferase inhibitors, primary screen, cell-based, HeLa, luciferase luminescence; HeLa PEG-Prom luciferase reporter, overnight; inhibition, % at 20 µM; 1.7% of 360,000 active; AID 588405, 2011;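 active = inhibition of at least 50% at 20 µM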
Shn3 inh set2 – reduction of Shn3 3'UTR firefly luciferase signal, primary screen, Schnurri-3 inhibitor project, cell-based, Clone20 osteoblasts, set 2 | Clone20 osteoblast Shn3 3'UTR firefly luciferase, 24 h | inhibition, % at 12.5 µM | 0.52% of 360,000 active | AID 588674, 2011;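 active = mean inhibition of at least 75% with every replicate also reaching 75%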;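 also: 0% = median of neutral control wells and 100% = pilot-screen positive control compound; some compounds past the cut are filed as inactive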
EBV LMP1 NFkB – EBV LMP1-driven NF-kappaB luciferase reporter inhibitors, primary screen, cell-based, luminescence, single point. LMP1-induced NF-kappaB luciferase reporter cells. inhibition, % at 12.5 µM. 0.69% of 350,000 active. AID 504558, 2011; in the data active = inhibition above about 41%;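 also: 0% = neutral control wells and 100% = reference inhibitor control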
The depositor's hits bear a star; / = no result given. Only part of the results is shown; the hit share may differ from the screen's.

Start of the data: the first 5 compounds, ahead of the listing:
structure,Peg3 prom inh,CF NFkB block,Shn3 inh set2,hiPSC survival,TRAIL sens C8,NR2E3 ag-2,KKLEB cytotox,TRPM1 prom inh,NR2E3 ag-1,HIF-2a inh,EBV LMP1 NFkB
Cc1cc(C)c2[nH]c(=O)c(CN(CC3CCCO3)C(=O)c3cnccn3)cc2c1 (configuration not stated),17,4,19,-0.7,6,1,-9,0,-19,9,3
Cn1c(=O)c2cc(NC(=O)NCCc3cccs3)ccc2n1Cc1cccc(C(F)(F)F)c1,-13,2,12,1.2,-11,/,-6,/,26,-2,/
CCc1sc(C(=O)Nc2ncccc2O)cc1C,-20,-21,-38,-0.4,36,/,-13,6,-82,-12,52*
Cc1ccc(NC(=O)COC(=O)C2C3CC4OC(=O)C2C4C3)cc1Cl (configuration not stated),9,0,4,1.3,-15,3,-4,1,-1,-17,-2
Cc1cc(Cl)c(S(=O)(=O)Nc2ccc3c(c2)OCO3)cc1OCC(N)=O,3,-13,-1,4.8,9,-1,7,6,-21,15,-4

The list itself, from the first entry:
structure,Peg3 prom inh,CF NFkB block,Shn3 inh set2,hiPSC survival,TRAIL sens C8,NR2E3 ag-2,KKLEB cytotox,TRPM1 prom inh,NR2E3 ag-1,HIF-2a inh,EBV LMP1 NFkB
Cc1cc(C)c2[nH]c(=O)c(CN(CC3CCCO3)C(=O)c3cnccn3)cc2c1 (configuration not stated),17,4,19,-0.7,6,1,-9,0,-19,9,3
Cn1c(=O)c2cc(NC(=O)NCCc3cccs3)ccc2n1Cc1cccc(C(F)(F)F)c1,-13,2,12,1.2,-11,/,-6,/,26,-2,/
CCc1sc(C(=O)Nc2ncccc2O)cc1C,-20,-21,-38,-0.4,36,/,-13,6,-82,-12,52*
Cc1ccc(NC(=O)COC(=O)C2C3CC4OC(=O)C2C4C3)cc1Cl (configuration not stated),9,0,4,1.3,-15,3,-4,1,-1,-17,-2
Cc1cc(Cl)c(S(=O)(=O)Nc2ccc3c(c2)OCO3)cc1OCC(N)=O,3,-13,-1,4.8,9,-1,7,6,-21,15,-4
COc1ccc(N2CCN(S(=O)(=O)c3ccc4c(c3)NC(=O)C(C)S4)CC2)cc1 (configuration not stated),14,5,-38,-0.1,16,1,-9,10,64,-7,17
O=C(c1cc(COc2cccc(C(F)(F)F)c2)on1)N1C[C@H]2CC[C@H]1C2,-215,-9,-92,0.1,12,-2,0,-66,-119,-215,-24
CCS(=O)(=O)N1Cc2ccccc2CC1C(=O)Nc1nc2ccc(C)cc2s1 (configuration not stated),-100,-11,-28,-0.4,3,1,23,2,-23,-90,-2
Cc1csc(NC(=O)C2C3C=CC(O3)C2C(=O)O)n1 (configuration not stated),7,8,-27,-0.7,-1,6,-7,-7,-9,14,-8
NC(=O)CSc1nnc(-c2cccnc2)n1CCc1ccccc1,4,15,-11,2.3,-11,-1,-7,9,-21,8,-2
CN(CC(=O)Nc1ccc(F)cc1)C(=O)c1ccc(-c2ccc(Cl)cc2)o1,-11,-12,-5,-0.1,2,-2,-4,-7,-10,-27,-2
COc1cccc(N2C(=NC(=O)CCC3CCCC3)SC3CS(=O)(=O)CC32)c1 (configuration not stated),6,-1,-19,-0.4,-7,1,3,-4,3,9,-9

In a second layout: 2 of the compounds above.
Second line of a record – Peg3 prom inh | CF NFkB block | Shn3 inh set2 | hiPSC survival | TRAIL sens C8 | NR2E3 ag-2 | KKLEB cytotox | TRPM1 prom inh | NR2E3 ag-1 | HIF-2a inh | EBV LMP1 NFkB
Cn1c(=O)c2cc(NC(=O)NCCc3cccs3)ccc2n1Cc1cccc(C(F)(F)F)c1
    -13 | 2 | 12 | 1.2 | -11 | / | -6 | / | 26 | -2 | /
CCc1sc(C(=O)Nc2ncccc2O)cc1C
    -20 | -21 | -38 | -0.4 | 36 | / | -13 | 6 | -82 | -12 | 52*

Other compounds.
structure,Peg3 prom inh,CF NFkB block,Shn3 inh set2,hiPSC survival,TRAIL sens C8,NR2E3 ag-2,KKLEB cytotox,TRPM1 prom inh,NR2E3 ag-1,HIF-2a inh,EBV LMP1 NFkB
CCOc1ccc(S(=O)(=O)N2CCCC(C(=O)NC3CCCC3)C2)cc1 (configuration not stated),7,4,20,-0.5,-8,1,4,2,-8,10,0
Cn1c(SCC(N)=O)nnc1C1CCN(C(=O)NC2CCCCC2)CC1,-5,-8,-12,-1.8,2,-8,6,-3,-16,7,6
CCN(C(=S)NCCOC)c1cccc2ccccc12,16,-11,1,0.0,-9,-1,4,8,12,20,-3
COc1cc(OC)cc(Oc2ccc(S(=O)(=O)N3CCCCC3)cc2[N+](=O)[O-])c1,25,-6,4,0.3,-9,2,0,-8,-21,14,-7
Cc1ccc(S(=O)(=O)NCC(=O)N(CC(=O)NC2CCCC2)c2ccc3c(c2)OCCO3)cc1,13,1,-39,1.3,-13,/,0,6,9,15,-5
O=C1CC(N2CCN(c3ccccn3)CC2)C(=O)N1CC(c1ccccc1)c1ccccc1 (configuration not stated),20,12,52,2.0,-8,2,12,13,-11,26,-13
Cc1ccc(S(=O)(=O)CCC(=O)OCC(=O)N(C)Cc2ccccc2)cc1,-2,8,2,-0.2,-1,/,3,-6,7,7,11
c1ccc(COc2ccc(-c3cc4nc(NCCOc5ccccc5)ccn4n3)cc2)cc1,13,-16,20,2.8,22,/,2,/,-3,-67,/
CCn1cc(C(=O)N(CCCN2CCOCC2)Cc2ccco2)c(=O)c2ccc(C)nc21,6,-18,3,-0.6,-4,-1,10,-15,-15,7,3
O=c1[nH]c2cc([N+](=O)[O-])cc(Cl)c2c2ccccc12,7,-171,21,0.0,-4,/,-7,/,-5,-16,6
O=C(CN1C(=O)NC2(CCCC2)C1=O)Nc1ccc(Cl)cc1C(F)(F)F,-21,-1,5,0.2,-15,0,-8,-12,-11,-2,-8
O=C(O)c1ccccc1CSc1nnnn1-c1ccccc1,-3,18,-5,1.9,-25,1,-1,5,-15,10,0
Cc1cc(NC(=O)CSc2nccn2-c2ccc([N+](=O)[O-])cc2)no1,11,-14,5,-0.6,7,1,10,2,-4,11,-3
COc1ccc(NCc2nnc(SCC(=O)NCc3ccco3)n2-c2ccccc2OC)cc1,-11,3,2,-2.4,2,1,8,7,-10,-39,-5
Cc1ccccc1Cn1c(C)c(C(=O)NCc2cccc(Cl)c2)sc1=O,16,17,11,-0.2,0,/,-3,/,33,-7,/
C[C@H](CO)N1C[C@H](C)[C@@H](CN(C)Cc2ccc(C(=O)O)cc2)Oc2ccc(NS(=O)(=O)c3cn(C)cn3)cc2C1=O,0,4,-22,0.7,7,/,-12,-4,-17,16,3
CCCCn1c(SCC(=O)NCc2ccco2)nc2cc(S(N)(=O)=O)ccc21,-5,-8,-9,4.0,-7,2,2,-2,4,10,1
NC(=O)Nc1ccc(C(=O)N2CCN(S(=O)(=O)Cc3ccccc3)CC2)cc1,0,-3,-7,0.4,-10,-2,19,-8,-9,3,1
CC(C)C(C)NC(=O)COc1ccc(S(=O)(=O)N2CCOCC2)cc1Cl (configuration not stated),7,-6,9,0.5,-9,-1,0,2,-12,7,0
C/C(CC(=O)Nc1ccc(N(C)C)cc1)=N\NC(=O)c1cnccn1,-9,-14,27,1.0,-9,-1,-2,7,9,-5,-3
COc1ccc(CCC(=O)Nc2nc(C)c(C(=O)N(C)C)s2)cc1,-3,8,9,0.3,2,2,-10,3,-15,9,6
Cc1ccc(CNC(C)c2ccccc2)cc1 (configuration not stated),10,4,-7,0.1,30,-2,-1,0,1,11,7
O=C(NNc1cccc(Cl)n1)Nc1ccccc1F,-16,-23,-7,-0.3,-3,2,13,-2,-54,-22,-3
O=S(=O)(NCCc1csc(-c2cccnc2)n1)c1cccs1,7,16,16,-2.0,-12,-3,-7,/,-38,-19,2
CC(C)CN(C(=O)CSc1nc(-c2ccccc2)cn1N)c1c(N)n(Cc2ccccc2)c(=O)[nH]c1=O,-142,11,-67,-0.4,17,0,-1,-8,-17,-106,-18
Cc1nnc(NC(=O)CSc2ncnc3scc(-c4ccccc4)c23)s1,12,17,-4,0.5,-10,-11,1,8,0,23,-2
COc1cccc(C(=O)NNC(=O)CCc2ccccc2)c1,-5,0,2,-1.2,-4,4,-4,3,19,3,-2
O=C(Nc1ccc(N2CCCCC2)cc1)C(Cl)c1ccccc1 (configuration not stated),-164,-3,-49,-4.2,14,3,7,-34,-108,-180,-24
C#CCCCCCCC#CCN(C)C,3,-1,-3,-1.2,-3,0,3,-6,3,11,-1
CC1Cc2ccccc2N1C(=O)COC(=O)CNC(=O)c1ccc(Br)o1 (configuration not stated),13,-2,-1,2.5,0,-1,0,3,-9,7,-4
CC(=O)Nc1ccc2nsnc2c1,17,0,5,0.3,-15,0,7,/,-21,26,/

Bioassay records: PubChem BioAssay, several laboratories
